hERG rescue – hERG rescue from dofetilide block, primary screen, cell-based, CHO-hERG, FluxOR thallium flux, dofetilide IC70. Voltage-gated inwardly rectifying potassium channel KCNH2 (Homo sapiens), Q12809. dofetilide IC70 present. activation (rescue from dofetilide block), less the hit threshold, % at 10 µM. 310,000 compounds, 0.51% hits. AID 1511, 2009;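 active means activation above the mean of controls blocked by dofetilide plus 5 SD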;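 further: thallium influx through hERG after potassium depolarization seen as dye fluorescence rise; in these data hits start at about 4.7%; inactives centre near -7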
TMEM16A act – TMEM16A chloride channel activators or potentiators, primary screen, cell-based, HTS | Anoctamin-1 (Mus musculus), Q8BHY3 | HEK293 TMEM16A/YFP-H148Q/I152L, iodide quench fluorescence; active compounds read low | B-score at 10 µM | 340,000 compounds, 0.3% hits | AID 623877, 2012;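 active means fluorescence-ratio B-score plate-corrected deviation score at least 3 library SD below zero, with starting fluorescence score within 5 deviations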;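 further: channel opened by trigger with iodide after compound preincubation; score built on the fluorescence ratio of max minus min over baseline; more negative score means more quench and so TMEM16A activation or potentiation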
TMEM16A inh – TMEM16A chloride channel inhibitors, primary screen, cell-based, HTS; HEK293 TMEM16A/YFP iodide influx fluorescence, ionomycin; normalized B-score (activity score, 25-100; higher = stronger inhibition) at 10 µM; 310,000 compounds, 1.2% hits;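 active means ratio plate-corrected score three or more library SD toward inhibition, starting fluorescence score within five deviations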;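 further: score derived from kinetic fluorescence span divided by baseline fluorescence per well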
KCNQ1 act – potentiators or activators of KCNQ1 channel, primary screen, cell-based, thallium flux, high-throughput. Potassium voltage-gated channel subfamily KQT member 1 (Homo sapiens), P51787. CHO-K1 KCNQ1, thallium flux FluxOR fluorescence; active compounds read high. B-score at 10 µM. 310,000 compounds, 0.35% hits;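 active means fluorescence ratio B-score, a plate-corrected score, at least three library SD, with initial intensity B-score within 5 SD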
Target sequence (P51787 whole entry, looked up): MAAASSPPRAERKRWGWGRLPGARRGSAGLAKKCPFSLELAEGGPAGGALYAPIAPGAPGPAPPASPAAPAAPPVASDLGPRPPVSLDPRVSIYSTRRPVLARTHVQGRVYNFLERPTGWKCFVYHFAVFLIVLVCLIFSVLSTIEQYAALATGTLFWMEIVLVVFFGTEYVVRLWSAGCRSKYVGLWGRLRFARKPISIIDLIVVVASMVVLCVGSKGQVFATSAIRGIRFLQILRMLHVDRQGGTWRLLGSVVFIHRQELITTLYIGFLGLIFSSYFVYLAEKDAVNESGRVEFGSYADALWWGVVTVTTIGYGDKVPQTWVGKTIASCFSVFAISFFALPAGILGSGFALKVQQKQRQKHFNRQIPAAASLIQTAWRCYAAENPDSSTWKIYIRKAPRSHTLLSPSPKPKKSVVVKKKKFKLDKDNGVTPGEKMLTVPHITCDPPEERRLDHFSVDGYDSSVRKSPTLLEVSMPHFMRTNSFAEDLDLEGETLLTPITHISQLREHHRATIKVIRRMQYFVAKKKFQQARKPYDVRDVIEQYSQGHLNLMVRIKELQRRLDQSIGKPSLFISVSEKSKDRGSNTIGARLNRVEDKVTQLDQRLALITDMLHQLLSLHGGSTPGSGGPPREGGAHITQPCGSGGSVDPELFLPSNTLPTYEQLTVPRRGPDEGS
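assay system = CHO-K1 cells stably expressing KCNQ1 | medium = assay buffer, equal DMSO in all wells | timing = 37 °C overnight plating, 90-min dark dye load, 20-min compound pretreatment | measured by = kinetic FluxOR thallium fluorescence, 10-s 1-Hz baseline, 110-s post-stimulus read | measure = fluorescence change relative to baseline, converted to B score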
RGS4 block – RGS4 inhibitors, primary screen, cell-based, HEK293 M3R inducible RGS4, calcium flux | Regulator of G-protein signaling 4 (Homo sapiens), P49798 | B-score at 10 µM | Fluo-4 calcium flux; active compounds read high; triggered by carbachol at its EC20 | AID 463165, 2010 | 310,000 compounds, 0.45% hits;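 active means B-score, a plate-corrected calcium signal, over three deviations above library mean, with baseline fluorescence within five deviations of library mean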;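 further: RGS4 expression induced by doxycycline in cells with stable M3 receptor; B-score is computed from the integrated fluorescence ratio over baseline after carbachol; higher B-score means a larger calcium signal and so more RGS4 inhibition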
KCNQ1 inh – inhibitors of human KCNQ1 channel, primary screen, cell-based, thallium flux, high-throughput; Potassium voltage-gated channel subfamily KQT member 1 (Homo sapiens), P51787; CHO-K1 KCNQ1, FluxOR thallium flux fluorescence; active compounds read high; B-score at 10 µM; 310,000 compounds, 1.3% hits;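 active means compounds whose thallium flux B-score, printed positive for inhibition, exceeds three library SD while starting fluorescence stays within three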;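 further: channel opened by potassium depolarization with thallium stimulus after 20 min compound exposure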
RGS4 act – RGS4 potentiators or activators, primary screen, cell-based, HEK293 M3R inducible RGS4, calcium flux; AID 463111, 2010; B-score at 10 µM; carbachol calcium flux Fluo4; active compounds read low; 310,000 compounds, 0.92% hits;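 active means B-score of the integrated calcium signal more than 4 SD below the library mean, with starting fluorescence not abnormally high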;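 further: negative B-score means reduced calcium response which marks RGS4 activation or potentiation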
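System – HEK293 FlpIn-TREx cells, stable M3R, doxycycline-inducible RGS4 · Reagent – ECmax carbachol challenge · Times – compound preincubation 20 min at room temperature before agonist · Technique – Fluo4 fluorescence kinetic imaging of calcium · Measure – B score of integrated Fluo4 ratio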
SKKanGAS inh – S. pyogenes SKKanGAS growth inhibitors in kanamycin, primary screen, streptokinase expression inhibitor project, SKKanGAS strain, BacTiter-Glo luminescence. 6 h. inhibition, % at 7.5 µM. 300,000 compounds, 1.3% hits. AID 1662, 2009;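 active means mean replicate score, as percent of positive control median, at least 50; inconclusive means mean below 50 but one replicate at or above 50; inactive means mean and every replicate below 50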;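 further: strain carries kanamycin resistance gene driven by streptokinase promoter and grows in 40 µg/ml kanamycin; loss of luminescence reflects streptokinase promoter inhibition or plain growth inhibition; 0% = median of DMSO wells and 100% = positive control at its reference dose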
KCNK3 block – human KCNK3 channel inhibitors, primary screen, CHO cells, FluxOR thallium flux, B-score | FluxOR fluorescence; active compounds read low | 340,000 compounds, 0.84% hits | Potassium channel subfamily K member 3 (Homo sapiens), O14649 | B-score at 10 µM;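 active means B-score under library mean minus 4 SD, starting fluorescence ratio at most library mean plus 5 SD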;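 further: more negative B-score means stronger inhibition of thallium flux through KCNK3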
KCNK9 block – KCNK9 potassium channel inhibitors, primary screen, HEK293 cells, thallium flux. FluxOR thallium flux fluorescence; active compounds read low. 310,000 compounds, 1.2% hits. AID 488922, 2010. Potassium channel subfamily K member 9 (Homo sapiens), Q9NPC2. B-score at 10 µM;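 active means ratio B-score over 3 SD below the library mean, with starting fluorescence within 5 SD of its mean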;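 further: negative B-score means less thallium flux so channel inhibition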
Target sequence (Q9NPC2 whole entry, looked up): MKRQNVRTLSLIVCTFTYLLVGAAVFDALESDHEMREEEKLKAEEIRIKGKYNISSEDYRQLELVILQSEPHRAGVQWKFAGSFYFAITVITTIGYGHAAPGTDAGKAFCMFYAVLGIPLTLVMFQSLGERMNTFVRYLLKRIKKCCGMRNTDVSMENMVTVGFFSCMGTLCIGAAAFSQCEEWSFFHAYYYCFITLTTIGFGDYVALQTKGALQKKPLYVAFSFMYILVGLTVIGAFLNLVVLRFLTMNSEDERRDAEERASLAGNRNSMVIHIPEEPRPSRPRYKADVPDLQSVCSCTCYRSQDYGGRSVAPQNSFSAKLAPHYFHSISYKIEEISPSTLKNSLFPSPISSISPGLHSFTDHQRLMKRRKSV
HDAC3 inhib – HDAC3 deacetylase inhibitors, primary screen, biochemical, fluorescence, cell-free homogeneous; 320,000 compounds, 0.15% hits; recombinant HDAC3, fluorogenic peptide/trypsin coupled; inhibition, % at 8.3 µM; Histone deacetylase 3 (Homo sapiens), O15379; in the data active means inhibition above about 26%, passing the limit was not always enough; inconclusive means no clear call, values can overlap the other calls
* marks the source's active call; other numbers are inactive results; i = inactive; u = inconclusive; x = not tested or not shown. Not a hit list. Share with any hit: about 6.3%.

SMILES	hERG rescue	TMEM16A act	TMEM16A inh	KCNQ1 act	RGS4 block	KCNQ1 inh	RGS4 act	SKKanGAS inh	KCNK3 block	KCNK9 block	HDAC3 inhib
COc1cc2c(cc1OC)C(c1ccsc1)CC(=O)N2 (configuration not stated)	-2	i	i	i	i	i	i	-1	i	i	4
Cc1cccc(N(CC(=O)N2CCOCC2)S(C)(=O)=O)c1C	-6	i	i	i	i	i	i	3	i	i	4
CCc1ccccc1N(CC(=O)N1CCCCC1)S(=O)(=O)c1ccccc1	-9	i	i	i	i	i	i	-1	i	i	-11
NC(=O)CC1Nc2cccc3cccc(c23)NC1=O (configuration not stated)	-4	i	i	i	i	i	i	6	i	i	8
O=C1NCCc2c1[nH]c1ccc([N+](=O)[O-])cc21	-15	i	i	i	i	i	i	-5	i	i	-3
Cc1ccc(S(=O)(=O)N(C)c2ccc(C(=O)NCC(c3cccs3)N3CCOCC3)cc2)cc1 (configuration not stated)	-8	i	i	i	i	i	i	3	i	i	-6
CSc1nc(N)nc(SCC(=O)Nc2ccc(Cl)cc2)c1C#N	-5	i	i	i	i	i	i	1	i	i	-7
S=C(Nc1ccccc1)Nc1ccccc1Br	-13	i	i	i	i	i	i	0	i	i	x
COc1cccc(NC(=S)NNC(=O)CCn2cc([N+](=O)[O-])cn2)c1	-8	i	i	i	i	i	i	3	i	i	8
Cc1c(C(=O)OCC(=O)Nc2ccc(S(N)(=O)=O)cc2)oc2c1ccc1ccccc12	-20	i	i	i	i	i	i	1	i	i	-3
O=C(CSc1ccc(-c2ccccn2)nn1)Nc1cccc(F)c1	-5	i	i	i	i	i	i	-9	i	i	-3
Cc1cccc(C)c1NC(=O)NC1(C(=O)NCC2CCCO2)CCCCC1 (configuration not stated)	-10	i	i	i	i	i	i	1	i	i	-5
CCc1ccc(N2C(=O)CN(Cc3ccccc3)C2=S)cc1	-1	i	i	i	i	i	i	9	i	i	-4
O=C(COc1ccccc1)Nc1nnc(S(=O)(=O)Nc2ccccc2)s1	-9	i	i	i	i	i	i	13	i	i	4
COc1ccc(/C=C/C(=O)NCC(=O)N/N=C/c2cc(Br)ccc2OC)cc1	-17	i	i	i	i	i	i	-7	i	i	0
O=C(NC1CC2CCCC(C1)N2C(=S)Nc1ccccc1Cl)C1CC1 (configuration not stated)	-7	i	i	i	i	i	i	-7	i	i	-5
CCc1cccc(C)c1NC(=O)C1CCCN(S(C)(=O)=O)C1 (configuration not stated)	-11	i	i	i	i	i	i	-7	i	i	-10
COc1ccccc1NC(=O)CCC(=O)Nc1ccccc1OC	-4	i	i	i	i	i	i	-6	i	i	-1
CCc1nc2sc3c(c2c(=O)o1)CCCC3	-8	i	i	i	i	i	i	-7	i	i	4
CC(C)(C)c1csc(N/N=C/c2ccc(O)cc2)n1	-5	i	i	i	i	i	i	13	i	i	6
COc1ccc(CN2CC(=O)N(c3ccc(C)cc3C)C2=S)cc1OC	-4	i	i	i	i	i	i	-2	i	i	-6
CC(C)c1nc2oc3c(NCc4ccccn4)ncnc3c2c2c1COC(C)(C)C2	-4	i	i	i	i	i	i	-3	i	i	-6
COc1ccc(CCNC(=O)CSc2cc(=O)[nH]c(N)n2)cc1OC	-4	i	i	i	i	i	i	2	i	i	4
Cc1nnc(SCC(=O)NNC(=O)COc2ccc(Cl)cc2)s1	-5	i	i	i	i	i	i	-4	i	i	-2
CC(=O)Nc1nc(C2CC2)cc(-c2ccccc2)c1C#N	-11	i	i	i	i	i	i	-5	i	i	-9
CC(C)Sc1snnc1-c1ccccc1	-1	i	i	i	i	i	i	30	i	i	10
C=CCN1CCN(C(=O)c2ccc3c(c2)OCO3)CC1	-6	i	i	i	i	i	i	12	i	i	3
N#Cc1ccc(C(=O)CN2CCN(c3ccccc3)CC2)cc1	-11	i	i	i	i	i	i	1	i	i	1
COC(=O)COc1cccc2c(=O)n(CC(=O)N3CCCCC3)ccc12	-5	i	i	i	i	i	i	3	i	i	1
Cc1ccc(S(=O)(=O)CCSc2n[nH]c(=O)n2-c2ccccc2)cc1	0	i	i	i	i	i	i	-2	i	i	3
Cc1c(NC(=O)/C=C/C(=O)O)cccc1[N+](=O)[O-]	-8	i	i	i	i	i	i	4	i	i	1
O=C(O)Cc1ccc(NC(=S)Nc2cccc(Cl)c2Cl)cc1	-6	i	i	i	i	i	i	1	i	i	-6
CCOC(=O)COc1nc(C)c(Br)c(OC)n1	-2	x	i	i	i	i	i	1	i	i	x
COc1nc(-c2ccccc2Cl)ccc1C#N	-14	i	i	i	i	i	i	-6	i	i	-4
CS(=O)(=O)N(CC(=O)N1CCCCC1)Cc1ccccc1	-1	i	i	i	i	i	i	-1	i	i	0
COc1cccc(NC(=O)c2sc3nc4n(c(=O)c3c2C)CCC4)c1	-12	i	i	i	i	i	i	13	i	i	6
COc1ccc(NC(=O)Nc2ccc(C(=O)N3CCOCC3)cc2)cc1OC	-3	i	i	i	i	i	i	1	i	i	1
CCN(CC)CCC(c1cc(OC)c(OC)c(OC)c1)c1c(OC)cc(OC)c2c(-c3ccccc3)cc(=O)oc12 (configuration not stated)	-7	i	i	i	i	i	i	8	i	i	13
Cc1cc2cc(CN(Cc3ccc4c(c3)OCO4)C(=O)c3ccco3)c(=O)[nH]c2cc1C	-10	i	i	i	i	i	i	-2	i	i	-4
CN(N)c1ccc2c(C(F)(F)F)cc(C(F)(F)F)nc2n1	-7	i	i	i	i	i	i	-7	i	i	u
CCCNc1nc(C)cc(-c2cc(-c3ccc(Cl)cc3)on2)n1	-11	i	i	i	i	i	i	0	i	i	-2
CCOc1cc2[nH]c(=S)n(Cc3ccc(C(=O)N4CCN(C)CC4)cc3)c(=O)c2cc1OCC	-6	i	i	i	i	i	i	4	i	i	1
COc1ccc(/C=N/NC(=O)c2ccoc2C)cc1CN1CCN(c2ccc(F)cc2)CC1	-14	i	i	i	i	i	i	-1	i	i	7
COc1cc2c(cc1OC)-c1nnnn1C(C)(C)C2	-9	i	i	i	i	i	i	4	i	i	-1
COc1ccc(Cl)cc1S(=O)(=O)N1CCN=C1c1ccccc1	-7	i	i	i	i	i	i	-8	i	i	2
CCCN(CCC)c1nc(N)c(C#N)c(CC#N)c1C#N	-7	i	i	i	i	i	i	9	i	i	2
COC(=O)c1sccc1N/N=C/c1cccc(Oc2ccccc2)c1	-6	i	i	i	i	i	i	-3	i	i	6
CSc1nc2n(n1)C(c1cccc(F)c1)C(C(=O)Nc1ccc(C)cc1C)=C(C)N2 (configuration not stated)	0	i	i	i	i	i	i	-7	i	i	-12
CC1(C)Cc2cccc(OCC(=O)N3CCN(S(=O)(=O)c4ccccc4)CC3)c2O1	-9	i	i	i	i	i	i	0	i	i	-6
C=C1CCN([C@@H](Cc2ccccc2)C(=O)NCc2ccc(Cl)c(Cl)c2)S(=O)(=O)c2ccccc21	-10	i	i	i	i	i	i	28	i	i	4
N#CC1=C(N)NC(SCC(=O)c2ccc(Cl)cc2)=C(C#N)C12CCCC2	-27	i	100*	i	i	7*	i	15	i	i	4
Cc1ccc2nc(SCC(=O)NC3CCCC3)nc(=O)n2c1	-9	i	i	i	i	i	i	-7	i	i	-2
CCOc1ccc(C2c3c(oc4ccccc4c3=O)C(=O)N2CCCN2CCOCC2)cc1 (configuration not stated)	-6	i	i	i	i	i	i	-13	i	i	-2
CCOc1ccc(/C(C)=N/NC(=O)c2nnn(-c3nonc3N)c2-c2cccs2)cc1	-3	i	i	i	i	i	i	-3	i	i	-7
COCCN1C(=O)C(=O)/C(=C(/O)c2ccc(OC(C)C)cc2)C1c1cccnc1 (configuration not stated)	-13	i	i	i	i	i	i	-2	i	i	-11
Cc1ccc(S(=O)(=O)Cc2ccc(C(=O)N3CCN(c4cccc(C)c4C)CC3)o2)cc1	-15	i	i	i	i	i	i	11	i	-8.1*	3
CN(C)CCNc1nc2sc3c(c2c(=O)n1Cc1ccccc1)CCCCC3	-13	i	x	i	i	i	i	2	i	i	x
COc1ccccc1C1CC(=O)NC(C)=C1C(=O)OCC1CCCO1 (configuration not stated)	-8	i	i	i	i	i	i	-2	i	i	-16
O=C(CC1Nc2ccccc2NC1=O)Nc1ccccc1NC(=O)CC1Nc2ccccc2NC1=O (configuration not stated)	-3	x	i	i	i	i	i	4	x	i	4
COc1ccc(CCN(C)C(=O)CSc2nnnn2C)cc1OC	-9	i	i	i	i	i	i	1	i	i	x

(list continues)
SMILES	hERG rescue	TMEM16A act	TMEM16A inh	KCNQ1 act	RGS4 block	KCNQ1 inh	RGS4 act	SKKanGAS inh	KCNK3 block	KCNK9 block	HDAC3 inhib
C/C=C(\C)CN1CCCC(N(C)CCc2ccc(OC)c(OC)c2)C1 (configuration not stated)	-9	i	i	i	i	i	i	-1	i	i	-1
CCCn1nc(C(=O)OCC(=O)Nc2cccc(OC)c2)c2ccccc2c1=O	-10	i	i	i	i	i	i	8	i	i	-2
CC(C)(C)OC(=O)N1CCC(C(=O)N[C@H](C(=O)O)c2ccccc2)(c2ccccc2)CC1	-8	i	i	i	i	i	i	2	i	i	7
COc1ccc(-c2oc(NC(=O)CSc3nncn3C)c(C#N)c2-c2ccc(OC)cc2)cc1	-6	i	i	i	i	i	i	37	i	i	7
Cc1ccccc1NS(=O)(=O)c1ccc(Cl)cc1	-8	i	i	i	i	i	i	3	i	i	1
Cc1cc(C)c(OCCOCCN2CCCC2)c(C)c1	-5	i	i	i	i	i	i	-1	i	i	0

Screening data as filed in PubChem BioAssay.
